Screening results from PubChem BioAssay.
GPR7 antagonist: GPR7 receptor antagonists, primary screen, cell-based, fluorescence, single concentration | Neuropeptides B/W receptor type 1 (Homo sapiens), P48145 | GPR7-expressing cells, fluorescence antagonist assay | inhibition, % at 4.4 µM | 290,000 tested, 1.1% active; in the data active means inhibition above about 16%, passing the limit was not always enough;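 further: cells stimulated with the agonist NPW; 0% = agonist with vehicle and 100% = vehicle without agonist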
DNA FID counter: compounds displacing fluorescent DNA intercalator, primary screen, artefact control for HCV NS3 helicase inhibitor project, biochemical, FID fluorescence; DNA fluorescent intercalator displacement; inhibition, % at 7.9 µM; 290,000 tested, 0.17% active; in the data active means inhibition above about 37%;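 further: 0% = vehicle and 100% = reference compound; higher means more ethidium bromide displaced from hairpin DNA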
VIM-2 inh: VIM-2 metallo-beta-lactamase inhibitors, primary screen, biochemical, epi-absorbance readout, Pseudomonas aeruginosa enzyme; purified VIM-2, nitrocefin hydrolysis, epi-absorbance fluorescence; inhibition, % at 5.6 µM; 290,000 tested, 0.89% active;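 active means inhibition above the mean of all tested compounds plus 3 SD, cutoff set per screening run, cut at about 7.5% in these data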;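 further: red hydrolysis product quenches plate fluorescence so inhibitors raise well fluorescence; 0% = enzyme with DMSO and 100% = DMSO without enzyme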
GalR3 antag: GalR3 antagonists in HEK293 cells, primary screen, cell-based, fluorescence readout | Galanin receptor type 3 (Homo sapiens), O60755 | HEK293 GalR3-CNG cAMP membrane potential fluorescence; galR3 body fused to GalR1 C-terminus | inhibition, % at 3 µM | 360,000 tested, 0.44% active;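 active means inhibition above the screen-wide average plus 3 SD, cut at about 13% in these data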;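 further: forskolin and galanin both at EC90 stimulate the cells; cAMP rise reported by CNG channel membrane potential dye signal; 0% = forskolin plus galanin with DMSO and 100% = forskolin alone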
Target sequence (O60755 1-299 limits assumed): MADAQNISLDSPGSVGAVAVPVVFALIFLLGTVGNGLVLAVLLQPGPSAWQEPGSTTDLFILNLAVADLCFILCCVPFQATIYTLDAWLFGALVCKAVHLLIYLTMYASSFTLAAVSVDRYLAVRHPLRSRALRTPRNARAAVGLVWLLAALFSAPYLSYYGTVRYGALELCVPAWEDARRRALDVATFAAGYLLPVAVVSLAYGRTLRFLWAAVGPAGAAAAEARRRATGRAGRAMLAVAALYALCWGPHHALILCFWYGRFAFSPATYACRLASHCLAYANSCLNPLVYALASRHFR
PHOSPHO1 block: PubChem AID 1565 | inhibition, % at 13.3 µM | recombinant PHOSPHO1, absorbance phosphatase assay | Phosphoethanolamine/phosphocholine phosphatase (Homo sapiens), Q8TCT1 | 290,000 tested, 1.1% active; in the data active means inhibition above about 60%
Target sequence (Q8TCT1 whole entry, looked up): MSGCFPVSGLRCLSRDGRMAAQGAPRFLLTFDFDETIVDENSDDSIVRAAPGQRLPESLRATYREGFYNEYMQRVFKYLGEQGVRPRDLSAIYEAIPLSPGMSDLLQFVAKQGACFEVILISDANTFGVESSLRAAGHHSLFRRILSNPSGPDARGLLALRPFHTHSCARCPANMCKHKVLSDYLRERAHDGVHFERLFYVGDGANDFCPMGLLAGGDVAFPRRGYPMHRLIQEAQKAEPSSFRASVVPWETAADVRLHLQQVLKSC
NS3 helicase inh: inhibitors of HCV NS3 helicase, primary screen, biochemical, Cy5 molecular beacon fluorescence; Hepatitis C virus NS3 helicase; NS3 helicase DNA unwinding; inhibition, % at 10.9 µM; 290,000 tested, 0.56% active; AID 1800, 2009;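 active means inhibition above the mean of all tested compounds plus 3 SD, set per campaign, cut at about 35% in these data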;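 further: 0% = DMSO wells and 100% = thioflavine S control wells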
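Measured by: Cy5 fluorescence, 0 and 60 min reads / Assay system: NS3 helicase fragment of HCV / Control set: low DMSO, high thioflavine S at 110 µM / Times: 1 h reaction at 25 °C, ATP-initiated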
OXTR agonist: human OXTR agonists, primary screen, fluorescence, CHO-OTR cells, Fluo-8 calcium. Fluo-8 calcium fluorescence; normalized: DMSO 0%, oxytocin 100%. activation, % at 3 µM. 320,000 tested, 0.32% active;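 active means activation above the mean of all tested compounds plus 3 SD, cutoff set per screening run, cut at about 20% in these data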;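 further: peak over basal fluorescence ratio from a 100 s FLIPR kinetic read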
Target sequence (P30559 whole entry, looked up): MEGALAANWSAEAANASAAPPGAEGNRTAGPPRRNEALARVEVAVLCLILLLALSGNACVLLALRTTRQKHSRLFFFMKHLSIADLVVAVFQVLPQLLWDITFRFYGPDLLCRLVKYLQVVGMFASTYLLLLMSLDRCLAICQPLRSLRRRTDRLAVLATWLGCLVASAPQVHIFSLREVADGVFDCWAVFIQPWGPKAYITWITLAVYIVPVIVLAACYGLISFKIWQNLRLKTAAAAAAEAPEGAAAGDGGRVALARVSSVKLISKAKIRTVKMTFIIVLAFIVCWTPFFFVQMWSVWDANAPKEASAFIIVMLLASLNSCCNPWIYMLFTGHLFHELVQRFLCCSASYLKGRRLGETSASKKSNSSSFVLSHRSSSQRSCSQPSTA
IMP-1 inhibitor: IMP-1 metallo-beta-lactamase inhibitors, primary screen, biochemical, epi-absorbance readout, Pseudomonas aeruginosa enzyme. metallo-beta-lactamase IMP-1 (Pseudomonas aeruginosa). purified IMP-1, nitrocefin hydrolysis, epi-absorbance fluorescence. inhibition, % at 5.6 µM. 290,000 tested, 0.45% active. AID 1556, 2009;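 active means inhibition above the mean plus 3 SD of all compounds in the same screening run, cut at about 4.5% in these data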;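 further: 0% = IMP-1 with DMSO and 100% = DMSO wells lacking enzyme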
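System: purified recombinant IMP-1 beta-lactamase. Medium: Zinc- and detergent-supplemented HEPES buffer, pH 7.1. Compound: one 5.6 µM dose […]. Schedule: 15 min preincubation plus 25 min reaction at 25 °C. Technique: Epi-absorbance fluorescence, 480 nm excitation, 530 nm emission.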
V1R ag counter: agonists of human V1a receptor, primary screen, counter-screen for OXTR agonist project, fluorescence, CHO-V1R cells. Vasopressin V1a receptor (Homo sapiens), P37288. Fluo-8 calcium fluorescence, agonist mode; 0% DMSO, 100% 3 nM vasopressin. activation, % at 3 µM. 320,000 tested, 0.25% active. AID 2797, 2010;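 active means activation above the mean activation of all tested compounds plus 3 SD, per screening run, cut at about 20% in these data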;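 further: signal is peak over basal fluorescence ratio across a 100 second FLIPR read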
* = called active by the depositor; nt = no result given. No enrichment for hits (roughly 4.3% active in at least one column).

SMILES	GPR7 antagonist	DNA FID counter	VIM-2 inh	GalR3 antag	PHOSPHO1 block	NS3 helicase inh	OXTR agonist	IMP-1 inhibitor	V1R ag counter
Cc1occc1C(=O)NC1CCCN(Cc2ccc(Cl)cc2)C1 (stereo unspecified)	-14	-5	-3.0	-6	34	-5	-0.3	-2.6	-1.3
CCCCSc1ccc(NC(=O)c2cccnc2)cc1	-5	-11	-2.2	-7	-11	0	2.3	-4.6	2.4
OC[C@@H](O)[C@H](O)C(/C=N/Nc1ccccc1)=N\Nc1ccccc1	-8	-3	-0.6	0	-40	3	1.4	-3.7	0.3
COc1ccccc1NC(=O)CN1CCCCC1	16	0	-1.5	-1	28	21	0.2	-2.8	-0.5
O=S(=O)(c1cccc(-c2nc3n(n2)Cc2ccccc2-3)c1)N1CCCCC1	-10	-3	-3.0	1	18	0	-0.6	-2.2	-0.3
COc1cc(C(=O)Nc2nnc(CC(C)(C)C)s2)c([N+](=O)[O-])cc1OC	-5	-12	-2.1	-1	19	1	1.2	-1.2	4.5
Cc1ccc(CN2C(=O)CCC2C(=O)NCCc2ccccc2)cc1 (stereo unspecified)	-4	-18	-5.4	-6	46	19	-0.6	-4.2	1.0
O=C(CSc1nnc(C2COc3ccccc3O2)o1)Nc1ccc(F)cc1Cl (stereo unspecified)	6	-1	-4.1	0	32	-9	1.9	-1.1	3.4
CCN(c1ccc(OC)cc1)S(=O)(=O)c1nnc(NC(=O)c2ccc(C)cc2)s1	0	-18	-1.3	nt	-33	-3	-0.1	-1.3	-0.3
COc1ccc(C(=O)O/N=C(\N)Cc2ccc(Cl)cc2Cl)cc1OC	-5	-6	-1.9	-5	-7	-3	5.5	-0.6	3.2
COc1cc(NC(=O)CN(c2cc(C)cc(C)c2)S(=O)(=O)c2c(C)[nH]c(=O)[nH]c2=O)cc(OC)c1	-5	-38	-0.5	-7	32	-6	0.4	-0.4	0.0
O=C(c1ccco1)[C@@H]1[C@@H]2C(=O)N(c3ccc(F)cc3)C(=O)[C@@H]2C2c3ccccc3C=CN21 (stereo partly specified)	-6	-4	5.0	-8	55	43*	1.6	3.5	3.6
CCOc1ccc(CN2CCCC(CO)(Cc3ccc(F)cc3)C2)cc1 (stereo unspecified)	-8	5	-1.7	-12	39	-18	3.8	-0.4	2.5
Cc1nn(-c2ccccc2)c(C)c1/C=N/NC(=O)CSc1nnc(SCc2ccc(Cl)cc2)s1	-9	-6	-3.6	-3	-7	-10	-0.7	-5.2	0.5
CN(CC#CC(O)(c1ccccc1)c1ccccc1)C(C)(C)C	0	12	1.6	-3	37	0	-1.8	0.1	0.6
O=C(CN(c1ccccc1Cl)S(=O)(=O)c1ccccc1)NCc1ccccc1	-7	-22	-2.6	0	nt	6	nt	-1.3	nt
CCn1nc(C)cc1C(=O)N(C)C1CCCN(Cc2ccccc2F)C1 (stereo unspecified)	-22	-13	-2.6	-3	48	2	-0.6	-2.6	1.1
CCN(CC)CCNC(=O)Cn1cnc2sc(C)c(S(=O)(=O)N3CCC(C)CC3)c2c1=O	6	13	-0.2	-6	22	4	1.1	-2.3	-0.5
CC(=O)Nc1cccc(S(=O)(=O)N2CCCCCC2)c1	-5	1	-1.8	-6	10	4	0.3	-2.0	0.3
CC(C)(OC(=O)NC(=O)C(F)(F)F)C(C)(C)OC(=O)NC(=O)C(F)(F)F	3	16	-2.3	4	29	-3	-0.8	-3.4	0.4
CCCn1c(SCC(=O)OCC)nc(C(F)(F)F)cc1=O	-10	-3	-4.3	-8	37	1	-2.1	-3.1	-0.2
CCOC(=O)CCNC(=O)N1CCCC(N2CCN(c3ccc(OC)cc3)CC2)C1 (stereo unspecified)	6	-8	0.3	-2	8	-21	0.2	-1.9	-1.2
Cc1ccc(-c2c(C(=O)N/N=C/c3cccnc3)nnn2-c2nonc2N)cc1	-8	-19	-2.9	-10	31	-5	0.9	-1.9	1.9
O=C(NCc1ccccn1)c1ccc(Cn2cc(C(F)(F)F)ccc2=O)cc1	-12	-12	-0.8	-4	20	-9	0.1	-2.1	0.7
COc1ccc(-n2nc3ccc(N)cc3n2)cc1Cl	-18	0	0.5	-3	8	37*	0.1	-2.1	0.1

An excerpt from above in order of molar mass, descending:
SMILES	GPR7 antagonist	DNA FID counter	VIM-2 inh	GalR3 antag	PHOSPHO1 block	NS3 helicase inh	OXTR agonist	IMP-1 inhibitor	V1R ag counter
O=C(CSc1nnc(C2COc3ccccc3O2)o1)Nc1ccc(F)cc1Cl (stereo unspecified)	6	-1	-4.1	0	32	-9	1.9	-1.1	3.4
CCOC(=O)CCNC(=O)N1CCCC(N2CCN(c3ccc(OC)cc3)CC2)C1 (stereo unspecified)	6	-8	0.3	-2	8	-21	0.2	-1.9	-1.2
CC(C)(OC(=O)NC(=O)C(F)(F)F)C(C)(C)OC(=O)NC(=O)C(F)(F)F	3	16	-2.3	4	29	-3	-0.8	-3.4	0.4
COc1cc(C(=O)Nc2nnc(CC(C)(C)C)s2)c([N+](=O)[O-])cc1OC	-5	-12	-2.1	-1	19	1	1.2	-1.2	4.5
CCn1nc(C)cc1C(=O)N(C)C1CCCN(Cc2ccccc2F)C1 (stereo unspecified)	-22	-13	-2.6	-3	48	2	-0.6	-2.6	1.1
Cc1ccc(CN2C(=O)CCC2C(=O)NCCc2ccccc2)cc1 (stereo unspecified)	-4	-18	-5.4	-6	46	19	-0.6	-4.2	1.0
CN(CC#CC(O)(c1ccccc1)c1ccccc1)C(C)(C)C	0	12	1.6	-3	37	0	-1.8	0.1	0.6
CC(=O)Nc1cccc(S(=O)(=O)N2CCCCCC2)c1	-5	1	-1.8	-6	10	4	0.3	-2.0	0.3

Continued:
SMILES	GPR7 antagonist	DNA FID counter	VIM-2 inh	GalR3 antag	PHOSPHO1 block	NS3 helicase inh	OXTR agonist	IMP-1 inhibitor	V1R ag counter
CCCOc1ccc(N2C(=O)CC(SC(=NCC)NCC)C2=O)cc1 (stereo unspecified)	-2	-6	-1.7	-5	7	-2	1.7	-1.0	0.0
COc1ccc(CCNC(=O)CCNS(=O)(=O)c2ccc3c(c2)CCN3C(C)=O)cc1OC	-6	-15	-1.8	1	11	4	0.0	-2.3	0.1
CC(C)(C)S(=O)(=O)c1cnc(N2CCOCC2)nc1N	-13	-1	-0.5	-5	27	0	0.2	-2.9	0.8
COc1ccc(NC(=O)c2ccco2)cc1NC(=O)c1ccccc1F	0	-23	0.4	-2	28	1	-2.0	-3.5	-1.0
CCOc1ccc2c(C)c(Cl)c(=O)oc2c1	-5	0	0.9	1	12	6	-2.0	-1.2	-1.8
O=C(c1cccc(N2C(=O)C3C4C=CC(C4)C3C2=O)c1)N1CCN(c2ccccc2Cl)CC1 (stereo unspecified)	-3	-47	-3.7	-11	12	-10	1.4	-2.3	7.0
COc1ccc(/C=N/NC(=O)CCCC(=O)NC2CCCCC2)cc1	6	-11	0.0	-5	8	12	-1.6	-2.5	-0.4
COc1ccc(N2CSC3=C(C#N)C(c4cc(OC)c(OC)cc4OC)CC(=O)N3C2)c(OC)c1 (stereo unspecified)	2	-30	-2.5	nt	93*	66*	0.2	-2.8	-0.2
O=C(Nc1ccccc1)NC1(C(=O)NCc2ccco2)CCCCC1	-13	-3	-0.6	-3	24	2	0.0	-5.2	0.5
O=C1NC(=S)S/C1=C1\Sc2ccccc2N1CCCS(=O)(=O)O	-11	-5	-0.3	3	72*	3	-0.2	-3.2	-0.8
CCn1nnnc1SCC(=O)N1CCOCC1	-17	-6	-3.0	3	-34	17	1.5	-1.9	0.6
O=C(CCc1ccccc1)Nc1nc2ccc(S(=O)(=O)N3CCOCC3)cc2s1	-12	-2	-1.2	0	10	3	0.1	-4.0	1.5
O=C(O)COc1ccc(-c2nnn(Cc3ccccc3F)n2)cc1	9	-13	-1.3	2	-18	2	-0.5	-1.6	1.5
C/C=N\NC(=O)CNC(=O)CNC(=O)c1ccccc1	-3	-6	-2.2	-2	-6	8	-0.3	-1.9	0.5
CCC(C)Nc1cc(C)c(C#N)c2nc3ccccc3n12 (stereo unspecified)	-10	-27	28*	-10	11	5	-1.2	-3.7	-0.9
O=C(Nc1cccc(C(=O)N2CCOCC2)c1)c1ncn[nH]1	-6	-5	-1.1	-7	25	0	1.3	-1.8	0.8
CC1CCN(CCCNC(=O)c2n[nH]c(=O)c3ccccc23)CC1	-18	10	-0.8	3	30	-4	0.0	-3.7	-0.3
COc1ccccc1Nc1nc(-c2sc(NC(=O)C(C)(C)C)nc2C)cs1	-15	-4	-1.5	-6	67*	34	-2.3	-2.6	-0.3
CCNC(=O)Cc1ccc(Br)cc1	6	1	-2.8	4	-7	0	0.2	-3.1	0.1
CCCOc1ccc(N2C(=O)CC(N(CCOC34CC5CC(CC(C5)C3)C4)C(C)=O)C2=O)cc1 (stereo unspecified)	-12	-10	-2.4	-7	16	9	-2.5	-1.9	-1.5
COc1cccc(CNC(=O)CCCn2nc(C)c3c(C)n(-c4ccccc4)nc3c2=O)c1	-7	-47	-1.9	-8	24	8	-2.9	-3.4	-1.3
Cc1cccc(NC(=S)NC(=O)CCc2ccccc2)c1	-17	-13	0.0	-2	35	1	-2.9	-0.8	-0.6
N=c1c2c(-c3ccccc3)c(-c3ccccc3)n(Cc3ccco3)c2ncn1CCN1CCOCC1	-7	19	-3.2	-10	14	-47	-0.1	-2.4	0.7
CCCS(=O)(=O)Nc1c(C(=O)OC)[nH]c2ccccc12	11	0	0.0	-11	-8	-12	0.0	-0.4	1.1
CCCCN(C)CCNC(=O)CN1C(=O)CSc2ccc(S(=O)(=O)N3CCCCC3)cc21	2	27	0.1	-2	47	-9	0.4	-1.4	-0.1
COc1c(Br)cc(Br)cc1/C=C1/C(=O)N=C(N)N1C	2	-11	0.0	-6	-26	7	1.7	-1.8	1.1
CCn1c(COc2ccc(Cl)cc2)nnc1SCC(=O)Nc1ccc2c(c1)OCCO2	-10	-12	-4.6	-1	45	-1	2.0	-2.3	2.7
COc1ccnc(Oc2ccc(F)cc2)c1C(=O)N/C=N/OCc1cccc(F)c1	7	-20	-2.5	3	6	-4	6.3	-2.4	5.8
Cc1ccc(-c2n[nH]c(=S)n2/N=C/c2c(C)nn(-c3ccccc3)c2C)cc1	-5	-4	-5.9	-9	-19	-5	-2.7	-2.3	-0.6
